UGM FP inh: Mtb UDP-galactopyranose mutase inhibition. 0.06% of 320,000 active. purified UGM, fluorescence polarization probe displacement. inhibition, % at 10 µM; in the data active means inhibition above about 10%, passing the limit was not always enough; inconclusive means no clear call, values can overlap the other calls
Target sequence (P9WIQ1 whole entry, looked up): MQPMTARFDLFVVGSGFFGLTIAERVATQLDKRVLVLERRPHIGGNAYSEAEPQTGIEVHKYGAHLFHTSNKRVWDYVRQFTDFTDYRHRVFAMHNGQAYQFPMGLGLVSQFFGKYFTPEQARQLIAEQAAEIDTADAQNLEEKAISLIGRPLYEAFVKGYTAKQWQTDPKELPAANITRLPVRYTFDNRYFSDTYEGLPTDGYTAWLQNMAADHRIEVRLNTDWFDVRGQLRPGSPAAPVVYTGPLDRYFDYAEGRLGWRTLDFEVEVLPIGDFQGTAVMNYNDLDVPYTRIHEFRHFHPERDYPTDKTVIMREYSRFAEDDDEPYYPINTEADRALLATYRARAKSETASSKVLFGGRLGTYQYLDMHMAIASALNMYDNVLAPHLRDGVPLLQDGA
CCHFV vOTU inh: blocks the CCHF virus ovarian tumor domain protease. CCHFV vOTU protease, Pep-AMC fluorescence. inhibition, % at 11.5 µM. 0.55% of 370,000 active; further: 0% = vehicle wells with enzyme and 100% = no enzyme wells
FadD28 binding: blocks FadD28 binding to the bisubstrate probe | fluorescence polarization | inhibition, % at 12.5 µM | 0.22% of 360,000 active; in the data active means inhibition above about 8.5%, passing the limit was not always enough; inconclusive means no clear call, values can overlap the other calls
PrPC surface inh: inhibitors of human cell surface prion protein PrPC | inhibition, % at 13.8 µM | 0.43% of 370,000 active | TR-FRET read-out | AID 720596 | P04156; in the data active means inhibition above about 24%; further: 0% = median of the test wells and 100% = reference compound wells
GDH-TPI counter: GDH-TPI coupled enzyme inhibition counter-screen. inhibition, % at 4.8 µM. AID 588335. GDH-TPI coupled enzyme counterscreen, NADH absorbance. 1.2% of 360,000 active;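 further: 0% = DMSO wells and 100% = wells lacking the enzyme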
BoNT-F LC inh: BoNT F light chain protease inhibition | Multiplex microsphere protease cleavage assay, flow cytometry | inhibition, % at 10 µM | 0.22% of 360,000 active; in the data active means inhibition above about 35%, passing the limit was not always enough; inconclusive means no clear call, values can overlap the other calls; further: plate controls were buffer without enzyme for full effect and enzyme alone for no effect
BioA inh: inhibitors of Mycobacterium tuberculosis BioA enzyme; purified M. tuberculosis BioA enzyme, plate reader; inhibition, % at 9.99 µM; 0.096% of 360,000 active; AID 602481; in the data active means inhibition above about 40%; inconclusive means no clear call, values can overlap the other calls
FBA Mtb inh: inhibitors of M. tuberculosis fructose-bisphosphate aldolase | P9WQA3 | purified M. tuberculosis FBA, fluorescence read-out | inhibition, % at 1 µM | 2.3% of 360,000 active | AID 588726; in the data active means inhibition above about 27%;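 further: 0% = vehicle and 100% = reference inhibitor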
Target sequence (P9WQA3 whole entry, looked up): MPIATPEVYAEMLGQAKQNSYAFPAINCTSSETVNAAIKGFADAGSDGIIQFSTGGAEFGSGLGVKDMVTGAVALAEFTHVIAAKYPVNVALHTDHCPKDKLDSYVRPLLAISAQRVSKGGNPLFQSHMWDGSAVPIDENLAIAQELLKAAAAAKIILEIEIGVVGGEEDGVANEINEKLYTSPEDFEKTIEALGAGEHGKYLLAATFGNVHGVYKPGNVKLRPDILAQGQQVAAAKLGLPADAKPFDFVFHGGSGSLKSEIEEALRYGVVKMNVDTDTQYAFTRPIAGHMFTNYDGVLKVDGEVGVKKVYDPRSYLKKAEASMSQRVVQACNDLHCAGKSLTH
BoNT-A LC inh2: BoNT A light chain protease inhibition; multiplex microsphere protease substrate cleavage, flow cytometry; inhibition, % at 10 µM; 0.17% of 360,000 active; in the data active means inhibition above about 30%; inconclusive means no clear call, values can overlap the other calls; further: plate controls were buffer without enzyme for full effect and enzyme alone for no effect
An asterisk follows results filed as active. Unless noted, no stated cut-off is given here; in the data, active means inhibition above about 30%; inactive means the rest. Hits appear at their usual frequency (roughly 4.8% active in at least one column).

Results for O=C(OCCOc1ccc(F)cc1)c1ccc(S(=O)(=O)N2CCCC2)cc1 ?
CCHFV vOTU inh: 10; FadD28 binding: -4.2; PrPC surface inh: 2; GDH-TPI counter: -5; BioA inh: -1.0; FBA Mtb inh: -3

Results for O=C(NCCCN1CCCCC1)c1ccc(CS(=O)c2ccc(Cl)cc2)o1 (stereo not drawn) ?
UGM FP inh: 1.6; CCHFV vOTU inh: 12; FadD28 binding: -2.0; PrPC surface inh: -4; GDH-TPI counter: 7; BoNT-F LC inh: 0; BioA inh: -1.4; FBA Mtb inh: 0; BoNT-A LC inh2: -1.5

Results for CC(C)N1C(=O)C2C(C(=O)NC3CCCCC3)C3C=CC2(O3)C1C(=O)NC1CCCCC1 (stereo not drawn) ?
UGM FP inh: 2.3; CCHFV vOTU inh: 0; FadD28 binding: -1.9; PrPC surface inh: -8; GDH-TPI counter: 1; BoNT-F LC inh: -7; BioA inh: -0.4; FBA Mtb inh: 2; BoNT-A LC inh2: 0.1

What do the screens show for `O=C(OCc1ccc([N+](=O)[O-])cc1)c1ccccn1`?
UGM FP inh: -2.6; CCHFV vOTU inh: -12; FadD28 binding: 0.6; PrPC surface inh: -5; GDH-TPI counter: 10; BoNT-F LC inh: -4; BioA inh: 0.8; FBA Mtb inh: 2; BoNT-A LC inh2: -0.4

What do the screens show for `CSc1cccc(NC(=S)N(CCCN2CCC(C)CC2)Cc2cccs2)c1`?
UGM FP inh: -1.5; CCHFV vOTU inh: -10; FadD28 binding: -0.8; PrPC surface inh: -4; GDH-TPI counter: -5; BoNT-F LC inh: -3; BioA inh: -1.0; FBA Mtb inh: 1; BoNT-A LC inh2: -0.9

Results for CP(=O)(Nc1ccc(Cl)cc1)c1nc2c(s1)CCCC2 (stereo not drawn) ?
UGM FP inh: 2.6; CCHFV vOTU inh: -12; FadD28 binding: -3.8; PrPC surface inh: 7; GDH-TPI counter: 1; BoNT-F LC inh: -2; FBA Mtb inh: 1; BoNT-A LC inh2: -0.3

How did Cc1cccc(C)c1NC(=O)CN(C)C(=O)c1ccc2c(=O)n3c(nc2c1)CCC3 do in these assays?
UGM FP inh: 2.0; CCHFV vOTU inh: -5; FadD28 binding: 1.5; PrPC surface inh: -1; GDH-TPI counter: 3; BoNT-F LC inh: -3; BioA inh: -1.8; FBA Mtb inh: 5; BoNT-A LC inh2: 0.4

Results for CC(=O)Nc1ccc(S(=O)(=O)NCCC(=O)Nc2ccc(C)c(Cl)c2)cc1 ?
UGM FP inh: -1.0; CCHFV vOTU inh: 6; FadD28 binding: -2.9; PrPC surface inh: 3; GDH-TPI counter: 10; BoNT-F LC inh: -10; BioA inh: 0.7; FBA Mtb inh: 1; BoNT-A LC inh2: 0.1

How did CCOC(=O)CN(C(=O)CNC(=O)c1cccs1)C(C(=O)NC1CCCCC1)c1cccnc1 (stereo not drawn) do in these assays?
UGM FP inh: 1.2; CCHFV vOTU inh: -2; FadD28 binding: -0.8; PrPC surface inh: 9; GDH-TPI counter: 8; BoNT-F LC inh: -9; BioA inh: -1.5; FBA Mtb inh: -3; BoNT-A LC inh2: -0.9

Results for O=C(COc1ccccc1)Nc1nnc(-c2ccco2)o1 ?
UGM FP inh: 2.0; CCHFV vOTU inh: -12; FadD28 binding: -1.9; PrPC surface inh: -1; GDH-TPI counter: 3; BoNT-F LC inh: -2; BioA inh: -2.0; FBA Mtb inh: -1; BoNT-A LC inh2: 0.2

Results for O=C1CCCc2c1ccc1ccccc21 ?
CCHFV vOTU inh: -2; FadD28 binding: -3.8; PrPC surface inh: -8; GDH-TPI counter: 1; BoNT-F LC inh: -4; BioA inh: -1.0; FBA Mtb inh: 10; BoNT-A LC inh2: 0.3

How did O=C(N/N=C/c1cc([N+](=O)[O-])ccc1O)C12CC3CC(CC(C3)C1)C2 do in these assays?
UGM FP inh: -0.4; CCHFV vOTU inh: -2; FadD28 binding: -2.7; PrPC surface inh: -7; GDH-TPI counter: -1; BoNT-F LC inh: -3; FBA Mtb inh: -1; BoNT-A LC inh2: -0.6

2 neighbouring compounds from above:
Results for O=C1CCCc2c1ccc1ccccc21 ?
CCHFV vOTU inh: -2; FadD28 binding: -3.8; PrPC surface inh: -8; GDH-TPI counter: 1; BoNT-F LC inh: -4; BioA inh: -1.0; FBA Mtb inh: 10; BoNT-A LC inh2: 0.3

How did O=C(N/N=C/c1cc([N+](=O)[O-])ccc1O)C12CC3CC(CC(C3)C1)C2 do in these assays?
UGM FP inh: -0.4; CCHFV vOTU inh: -2; FadD28 binding: -2.7; PrPC surface inh: -7; GDH-TPI counter: -1; BoNT-F LC inh: -3; FBA Mtb inh: -1; BoNT-A LC inh2: -0.6

The results go on.
How did CC1=C(C(=O)N(C(C)C)C(C)C)CC(CC(=O)NCc2ccco2)C(=O)N1CCCN1CCCC1=O (stereo not drawn) do in these assays?
CCHFV vOTU inh: 6; FadD28 binding: -4.5; PrPC surface inh: -6; BoNT-F LC inh: 1; BioA inh: -1.2; FBA Mtb inh: -4; BoNT-A LC inh2: -0.3

What do the screens show for `CCn1c(=O)c2cc(S(=O)(=O)NC3CCCCC3)ccc2n(CC)c1=O`?
UGM FP inh: 2.4; CCHFV vOTU inh: -5; FadD28 binding: -0.7; PrPC surface inh: 2; GDH-TPI counter: 16; BoNT-F LC inh: 14; BioA inh: 0.0; FBA Mtb inh: 3; BoNT-A LC inh2: 0.6

What do the screens show for `CC1=C(C(=O)Nc2ccccc2)C(c2cccs2)n2nnnc2N1` (stereo not drawn)?
UGM FP inh: -0.1; CCHFV vOTU inh: 0; FadD28 binding: -0.1; PrPC surface inh: 4; GDH-TPI counter: 14; BoNT-F LC inh: 2; BioA inh: 0.6; FBA Mtb inh: -1; BoNT-A LC inh2: -0.4

How did Cc1cc2nc(-c3ccc(SCC(=O)Nc4ccc(S(=O)(=O)N5CCCC5)cc4)nc3)[nH]c2cc1C do in these assays?
UGM FP inh: -1.6; CCHFV vOTU inh: 12; FadD28 binding: -0.7; PrPC surface inh: -2; GDH-TPI counter: 38*; BoNT-F LC inh: 11; BioA inh: -1.7; FBA Mtb inh: 21; BoNT-A LC inh2: 1.2

What do the screens show for `COc1cccc(CNC(=O)CCNS(=O)(=O)c2ccc(C)cc2)c1`?
UGM FP inh: 0.3; CCHFV vOTU inh: 18; FadD28 binding: 2.6; PrPC surface inh: 4; GDH-TPI counter: -1; BoNT-F LC inh: 12; BioA inh: -1.9; FBA Mtb inh: 6; BoNT-A LC inh2: 4.8

How did CCN(CC)C(=O)CSc1nc(O)c(Cc2ccccc2)c(=O)n1-c1ccccc1 do in these assays?
UGM FP inh: 2.4; CCHFV vOTU inh: 12; FadD28 binding: 0.9; PrPC surface inh: 60*; GDH-TPI counter: 4; BioA inh: 5.3; FBA Mtb inh: 2

What do the screens show for `CC(NC(=O)C1CCCN(C(=O)N(C)C)C1)c1ccccc1` (stereo not drawn)?
UGM FP inh: -0.5; CCHFV vOTU inh: -1; FadD28 binding: -0.3; PrPC surface inh: 2; GDH-TPI counter: -3; BoNT-F LC inh: -2; BioA inh: -0.1; FBA Mtb inh: 1; BoNT-A LC inh2: 0.2

Results for O=C(Cn1cnc2ccccc21)Nc1ccc2c(c1)OCCCO2 ?
UGM FP inh: -2.4; CCHFV vOTU inh: 7; FadD28 binding: -0.8; PrPC surface inh: 18; GDH-TPI counter: 7; BoNT-F LC inh: 0; BioA inh: -1.7; FBA Mtb inh: 3; BoNT-A LC inh2: -0.7

Results for COC(=O)c1[nH]c2ccc(F)cc2c1NC(=O)CCN1CC(C)OC(C)C1 (stereo not drawn) ?
UGM FP inh: -1.7; CCHFV vOTU inh: -9; FadD28 binding: -3.9; PrPC surface inh: -7; GDH-TPI counter: 0; BoNT-F LC inh: -14; BioA inh: 3.1; FBA Mtb inh: 12; BoNT-A LC inh2: -0.4

Results for COc1ccc2c(c1)c(C(C)=O)c(C)n2-c1ccccc1OC ?
UGM FP inh: 4.9; CCHFV vOTU inh: -7; FadD28 binding: -4.4; PrPC surface inh: -3; GDH-TPI counter: 5; BoNT-F LC inh: inconclusive; FBA Mtb inh: 5; BoNT-A LC inh2: inconclusive

What do the screens show for `O=C(COC(=O)CNC(=O)c1ccc(Cl)cc1Cl)NNC(=O)c1ccccc1F`?
UGM FP inh: 2.3; CCHFV vOTU inh: -3; FadD28 binding: 1.5; PrPC surface inh: -4; GDH-TPI counter: 11; BoNT-F LC inh: 7; BioA inh: -2.0; FBA Mtb inh: 0; BoNT-A LC inh2: -0.1

What do the screens show for `CC(C)S(=O)(=O)c1csc(C(=O)NNC(=O)Nc2ccccc2)c1Cl`?
UGM FP inh: 3.6; CCHFV vOTU inh: 18; FadD28 binding: 1.2; PrPC surface inh: 1; GDH-TPI counter: 4; BoNT-F LC inh: -2; BioA inh: 0.1; FBA Mtb inh: 0; BoNT-A LC inh2: -0.4

What do the screens show for `COc1ccc(-c2cc(CCCC(=O)NCCc3ccc(OC)cc3OC)no2)cc1`?
UGM FP inh: 2.2; CCHFV vOTU inh: -2; FadD28 binding: 1.1; PrPC surface inh: 1; GDH-TPI counter: 6; BoNT-F LC inh: -2; FBA Mtb inh: 1; BoNT-A LC inh2: -2.4

What do the screens show for `CC1(C)CC(=O)C(C=Nc2ccccc2)=C(O)C1`?
UGM FP inh: -1.3; CCHFV vOTU inh: 12; FadD28 binding: -1.0; PrPC surface inh: 5; GDH-TPI counter: 27; BoNT-F LC inh: -10; FBA Mtb inh: -1; BoNT-A LC inh2: -0.4

What do the screens show for `CCC(OC(=O)c1cccs1)C(=O)NCc1ccc2c(c1)OCO2` (stereo not drawn)?
UGM FP inh: -3.2; CCHFV vOTU inh: 7; FadD28 binding: -1.1; PrPC surface inh: -1; GDH-TPI counter: -12; BoNT-F LC inh: 13; BioA inh: 0.0; FBA Mtb inh: 2; BoNT-A LC inh2: 0.1

What do the screens show for `Cc1cccc(NC(=O)CN2CCN(C(=O)c3cc(C4CC4)nn3-c3ccccc3)CC2)c1C`?
CCHFV vOTU inh: 12; FadD28 binding: -0.6; PrPC surface inh: -5; GDH-TPI counter: 13; BoNT-F LC inh: -8; BioA inh: -1.1; FBA Mtb inh: 2; BoNT-A LC inh2: -0.7

Results for Cc1nn(CCCC(=O)Nc2nccs2)c(C)c1[N+](=O)[O-] ?
UGM FP inh: -1.5; CCHFV vOTU inh: -4; FadD28 binding: -2.5; PrPC surface inh: -9; GDH-TPI counter: -4; BoNT-F LC inh: -2; BioA inh: 0.3; FBA Mtb inh: 5; BoNT-A LC inh2: -0.4

Results for Cc1ccc(CNC(=O)CCCN2C(=S)NC(C)(C)CC2C)cc1 (stereo not drawn) ?
UGM FP inh: -2.7; CCHFV vOTU inh: -10; FadD28 binding: 0.9; PrPC surface inh: -1; GDH-TPI counter: 11; BoNT-F LC inh: -6; FBA Mtb inh: -3; BoNT-A LC inh2: -0.1

Results for C/C(=N\NC(=O)C1(C)CC1(Br)Br)c1cccc(NC(=O)C2CCC2)c1 (stereo not drawn) ?
UGM FP inh: 2.0; CCHFV vOTU inh: -5; FadD28 binding: -2.5; PrPC surface inh: -1; GDH-TPI counter: 9; BoNT-F LC inh: 17; BioA inh: 0.5; FBA Mtb inh: 3; BoNT-A LC inh2: 1.8

What do the screens show for `O=CNC(Cc1ccccc1)C(=O)O` (stereo not drawn)?
UGM FP inh: 0.8; CCHFV vOTU inh: 9; FadD28 binding: -4.1; PrPC surface inh: 4; GDH-TPI counter: 3; BoNT-F LC inh: -3; BioA inh: 0.5; FBA Mtb inh: -1; BoNT-A LC inh2: -0.4

What do the screens show for `CC(=O)c1cccc(CN2CCN(C3CCCC3)C(CCO)C2)c1` (stereo not drawn)?
UGM FP inh: -0.8; CCHFV vOTU inh: 9; FadD28 binding: -2.3; PrPC surface inh: -3; GDH-TPI counter: 16; BoNT-F LC inh: -2; FBA Mtb inh: 3; BoNT-A LC inh2: 0.2

Grouped by structure, the entries above with an NH in an aromatic ring (two)
How did Cc1cc2nc(-c3ccc(SCC(=O)Nc4ccc(S(=O)(=O)N5CCCC5)cc4)nc3)[nH]c2cc1C do in these assays?
UGM FP inh: -1.6; CCHFV vOTU inh: 12; FadD28 binding: -0.7; PrPC surface inh: -2; GDH-TPI counter: 38*; BoNT-F LC inh: 11; BioA inh: -1.7; FBA Mtb inh: 21; BoNT-A LC inh2: 1.2

Results for COC(=O)c1[nH]c2ccc(F)cc2c1NC(=O)CCN1CC(C)OC(C)C1 (stereo not drawn) ?
UGM FP inh: -1.7; CCHFV vOTU inh: -9; FadD28 binding: -3.9; PrPC surface inh: -7; GDH-TPI counter: 0; BoNT-F LC inh: -14; BioA inh: 3.1; FBA Mtb inh: 12; BoNT-A LC inh2: -0.4
